Bioassay records from PubChem.
KCNK9 inh – inhibitors of human KCNK9 two-pore domain potassium channel | B-score at 10 µM | actives 1.2% (n = 310,000) | Q9NPC2 | HEK293 KCNK9, FluxOR thallium flux fluorescence; active compounds read low;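 active means ratio B-score over 3 SD below the library mean, with starting fluorescence within 5 SD of its mean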;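 further: negative B-score means less thallium flux so channel inhibition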
GSK3A inh – inhibitors of human GSK-3 alpha kinase; P49840; ADP-Glo luminescence, 60 min; inhibition, % at 10 µM; actives 0.1% (n = 320,000);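 in the data active means inhibition above about 50%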;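 further: GST-tagged GSK-3 alpha with peptide substrate and 25 µM ATP; 0% = DMSO neutral wells and 100% = GW8510 positive control wells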
RGS4 act – RGS4 potentiation or activation; HEK293 M3R/inducible RGS4, carbachol calcium flux Fluo4; active compounds read low; B-score at 10 µM; actives 0.92% (n = 310,000); AID 463111;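 active means B-score of the integrated calcium signal more than 4 SD below the library mean, with starting fluorescence not abnormally high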;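 further: negative B-score means reduced calcium response which marks RGS4 activation or potentiation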
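Assay system: Inducible-RGS4 HEK293 cells carrying M3 receptor | Schedule: Compound preincubation 20 min at room temperature before agonist | Signal: Kinetic calcium fluorescence imaging with Fluo4-AM dye, 2 µM | Read-out basis: B score from integrated fluorescence ratio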
Dyrk1A ADPGlo – blocks rat Dyrk1A kinase activity. Q63470. ADP-Glo luminescence, NFATc1 peptide. inhibition, % at 12.5 µM. actives 0.43% (n = 310,000); in the data active means inhibition above about 50%;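 further: plate controls were vehicle with enzyme for no effect and no enzyme for full effect; many of its hits are not listed in these tables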
KCNQ1 inh – human KCNQ1 channel inhibition. P51787. CHO-K1 KCNQ1, FluxOR thallium flux fluorescence; active compounds read high. B-score at 10 µM. actives 1.3% (n = 310,000);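 active means compounds whose thallium flux B-score, printed positive for inhibition, exceeds three library SD while starting fluorescence stays within three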;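 further: channel opened by potassium depolarization with thallium stimulus after 20 min compound exposure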
Target sequence (P51787 whole entry, looked up): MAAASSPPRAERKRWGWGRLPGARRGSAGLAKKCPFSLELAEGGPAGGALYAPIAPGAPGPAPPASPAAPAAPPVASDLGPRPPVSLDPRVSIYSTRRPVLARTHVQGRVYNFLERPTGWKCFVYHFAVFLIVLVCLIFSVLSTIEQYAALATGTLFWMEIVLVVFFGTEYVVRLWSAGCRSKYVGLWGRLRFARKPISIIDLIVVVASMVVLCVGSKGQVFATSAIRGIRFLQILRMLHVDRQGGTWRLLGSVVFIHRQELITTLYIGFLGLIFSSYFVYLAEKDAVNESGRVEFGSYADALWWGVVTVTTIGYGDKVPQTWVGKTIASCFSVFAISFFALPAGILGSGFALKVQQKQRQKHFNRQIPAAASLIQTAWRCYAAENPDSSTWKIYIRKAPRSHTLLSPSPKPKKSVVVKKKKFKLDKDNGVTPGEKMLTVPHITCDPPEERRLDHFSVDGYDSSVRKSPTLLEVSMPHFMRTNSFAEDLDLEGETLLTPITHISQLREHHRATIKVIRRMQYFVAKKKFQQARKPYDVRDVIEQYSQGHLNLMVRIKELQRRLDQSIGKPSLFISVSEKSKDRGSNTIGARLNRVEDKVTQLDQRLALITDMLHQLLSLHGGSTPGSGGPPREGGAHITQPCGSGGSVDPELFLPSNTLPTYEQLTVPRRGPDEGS
KCNK3 block – human KCNK3 channel inhibition, primary screen; actives 0.84% (n = 340,000); B-score at 10 µM; CHO-KCNK3 thallium flux, FluxOR fluorescence; active compounds read low;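 active means B-score under library mean minus 4 SD, starting fluorescence ratio at most library mean plus 5 SD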;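 further: more negative B-score means stronger inhibition of thallium flux through KCNK3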
PolyA inhibitor – blocks polyadenylation in yeast reporter cells. S. cerevisiae SKY197-pL101 polyadenylation reporter, beta-gal luminescence; efflux-impaired pdr1/pdr3 knockout yeast; score 100 = 6 SD above DMSO. calls only at 12 µM. actives 0.02% (n = 300,000);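 active means lowest replicate activity score at least 50, where 100 means six control SD above control mean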;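 further: yeast exposed to compound for 9 h at 30 °C; higher score means more reporter readthrough which indicates perturbed polyadenylation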
HDAC3 inh – blocks human histone deacetylase 3; recombinant HDAC3, fluorogenic peptide/trypsin coupled, fluorescence; inhibition, % at 8.3 µM; actives 0.15% (n = 320,000); AID 2718; in the data active means inhibition above about 26%, passing the limit was not always enough
Target sequence (O15379 whole entry, looked up): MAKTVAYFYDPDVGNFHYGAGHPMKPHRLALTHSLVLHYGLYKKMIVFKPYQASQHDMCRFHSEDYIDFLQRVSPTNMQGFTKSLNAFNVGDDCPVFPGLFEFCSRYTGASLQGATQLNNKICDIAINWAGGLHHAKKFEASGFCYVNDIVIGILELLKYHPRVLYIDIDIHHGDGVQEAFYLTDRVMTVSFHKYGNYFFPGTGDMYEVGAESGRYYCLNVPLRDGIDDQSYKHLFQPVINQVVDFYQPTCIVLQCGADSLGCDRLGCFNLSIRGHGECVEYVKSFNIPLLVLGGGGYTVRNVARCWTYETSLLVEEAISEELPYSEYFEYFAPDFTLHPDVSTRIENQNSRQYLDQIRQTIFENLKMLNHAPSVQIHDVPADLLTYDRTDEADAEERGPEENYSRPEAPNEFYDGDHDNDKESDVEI
hERG rescue – compounds protecting human hERG from proarrhythmic drug block; CHO-hERG, FluxOR thallium flux, dofetilide IC70 present; AID 1511; actives 0.51% (n = 310,000); activation (rescue from dofetilide block), less the hit threshold, % at 10 µM;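 active means activation above the mean of controls blocked by dofetilide plus 5 SD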;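 further: thallium influx through hERG after potassium depolarization seen as dye fluorescence rise; in these data hits start at about 4.7%; inactives centre near -7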
GSK3B inh – inhibitors of human GSK3beta kinase; GST-GSK3beta kinase, ADP-Glo luminescence, 60 min; active compounds read low; activity score (negative = inhibition), % at 10 µM; actives 0.038% (n = 300,000); AID 2097;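 active means more than half of replicate wells score below -50%, meaning over 50% inhibition versus plate controls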;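 further: 0% = median DMSO wells and -100% = median GW8510 positive control wells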
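Test system: GST-tagged human GSK3beta kinase, cell-free; evaluation: activity score scaled between in-plate DMSO and GW8510 controls; measured by: ADP-Glo luminescence; incubation: 60 min reaction, RT; benchmarks: DMSO and 20 µM GW8510; reagent: peptide substrate plus 25 µM ATP (final); medium: Tris/MgCl2 kinase buffer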
KCNQ1 act – human KCNQ1 channel potentiation or activation. P51787. CHO-K1 KCNQ1, thallium flux FluxOR fluorescence; active compounds read high. B-score at 10 µM. actives 0.35% (n = 310,000);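 active means fluorescence ratio B-score, a plate-corrected score, at least three library SD, with initial intensity B-score within 5 SD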
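Test system: CHO-K1 cells stably expressing KCNQ1 / Medium: assay buffer / Also added: depolarizing K+/Tl+ stimulus, K2SO4 and Tl2SO4 each 12.5 mM in 5x stock / Incubation: 90 min dye loading and 20 min compound exposure, both at room temperature / Signal: thallium influx via FluxOR fluorescence, kinetic imaging / Evaluation: B score of baseline-normalized fluorescence ratio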
Active calls of the source: *; i = inactive; . = no result given.

Results follow in this order: KCNK9 inh, GSK3A inh, RGS4 act, Dyrk1A ADPGlo, KCNQ1 inh, KCNK3 block, PolyA inhibitor, HDAC3 inh, hERG rescue, GSK3B inh, KCNQ1 act
COC(=O)c1scc(S(=O)(=O)c2ccccc2)c1N
 : i, ., i, -8.4, i, i, i, ., 2.5, 1.7, i
Cn1c(=NC(=O)CSCC(=O)N2CCCC2)sc2ccccc21
 : i, -0.2, i, -0.4, i, i, i, -1.1, -2.6, -1.7, i
COc1cccc(C2N(c3ccccn3)C(=O)C3CCCN32)c1OC (centres undefined)
 : i, -0.6, i, 5.4, i, i, i, -1.6, -7.9, -8.5, i
CCCc1c(C(=O)Nc2ccc(C(F)(F)F)cc2)cnn1-c1ccccc1
 : i, -1.0, i, ., i, i, i, -6.4, -3.5, -1.7, i
CC1=CC2=NC(=O)CC(C)(C(=O)N(CC(=O)NC3CCCC3)Cc3ccc(Cl)cc3)N2C=C1 (centres undefined)
 : i, -0.3, i, -6.6, i, i, i, -27.4, -4.9, 1.3, i
O=C(Nc1ccc(F)cc1)c1cccnc1N1CCOCC1
 : i, 9.0, i, -2.7, 10*, i, i, 0.7, -10.9, 1.1, i
Cc1nn(CCC#N)c(NC(=O)c2ccc(Cl)cc2Cl)c1P(=O)(Nc1ccc([N+](=O)[O-])cc1)N1CCOCC1 (centres undefined)
 : i, -2.1, i, 2.3, i, i, i, 5.4, -12.7, -2.7, i
Cc1nn(C)c(C)c1-c1c(C#N)c(N)nc2c1CCCCCC2
 : i, 1.3, i, 0.1, i, i, i, -20.6, -10.3, -0.4, i
O=C1C=C(NCc2ccccc2)c2ccccc2C1=O
 : i, ., i, 14.6, i, i, i, ., -12.6, -1.0, 12*
O=C(CSc1nnc(Cc2ccccc2)n1Cc1ccco1)NC1CCCC1
 : i, -0.6, i, 2.0, i, i, i, 6.3, -10.1, 0.4, i
COC(=O)c1sccc1-c1ccc(/C=N/OC(=O)c2cccs2)o1
 : i, -0.1, i, ., i, i, i, -6.1, -14.8, 2.0, i
Cc1noc(C)c1COc1ccc(C(=O)OCC(=O)Nc2ccc(C(=O)N(C)C)cc2)cc1
 : i, -2.5, i, 17.6, i, i, i, -9.8, -7.1, 1.1, i
COc1ccc(S(=O)(=O)N2CCCC2CNC(=O)C(=O)NCCc2ccccc2)cc1 (centres undefined)
 : i, -0.8, i, 3.9, i, i, i, 4.1, -19.6, 1.5, i
CC(C)Sc1nc2c(c(=O)[nH]c(=O)n2C)n1CCc1ccccc1
 : i, -5.2, i, -1.2, i, i, i, 4.9, -10.5, 5.2, i
O=C(Nc1ccccc1)N(CCc1ccncc1)C1CCCCC1
 : i, -2.7, i, 3.2, i, i, i, 3.4, -2.7, -4.2, i
CC#CCN1c2ccccc2[C@]23C[C@@H](C(=O)OC)N(C(C)=O)C2=NC(C(=O)OC)=C(C(=O)OC)[C@H]13
 : i, -1.5, i, 30.8, i, i, i, 1.1, -5.6, 5.0, i
CCOc1ccc(N(CC(=O)NC(C)C)C(=O)CCC(=O)Nc2ccccn2)cc1
 : i, 0.4, i, ., i, i, i, -0.1, -1.8, 4.5, i
C=C(C)COc1ccc2c(C)c(CC(=O)N3C[C@H]4C[C@@H](C3)c3cccc(=O)n3C4)c(=O)oc2c1
 : i, -3.1, i, 7.9, i, i, i, -38.6, -5.4, 1.0, i
Cc1ccc(N(CC(=O)NCc2cccs2)S(=O)(=O)c2cccs2)cc1
 : i, -0.3, i, 0.6, i, i, i, 1.2, 0.4, -1.4, i
O=C(CCCl)N1CCCC2(CCCCC2)C1
 : i, -3.2, i, 3.6, i, i, i, -3.3, -7.2, 0.0, i
C=CCN(CC=C)CC(=O)Nc1ccc(S(N)(=O)=O)cc1
 : i, 0.7, i, -5.2, i, i, i, -3.8, -6.1, 3.7, i
COc1ccc(/C=N/NC(=O)c2nc(-c3ccccc3)cc(-c3ccccc3)n2)cc1OC
 : -9.73*, ., i, 2.4, i, i, i, -0.5, -16.2, 0.7, i
COc1ccc(N(CC(=O)N2CCN(c3ccc(Cl)cc3)CC2)S(=O)(=O)c2c(C)noc2C)cc1
 : i, 1.6, i, ., i, i, i, -0.5, -7.8, 2.7, i
COCCCNC(=O)C1CCN(C(=O)Nc2ccc(Cl)cc2)CC1
 : i, ., i, -2.3, i, i, i, 1.3, -4.7, -1.3, i
O=C(OCc1ccc(Cl)c(Cl)c1)c1ccccn1
 : i, -0.1, i, 1.8, i, i, i, -3.1, -8.4, 0.9, i
CCOc1ccccc1-c1cc(-c2ccccc2)nc2c1c(=O)n(C)c(=O)n2C
 : i, 1.0, i, 0.3, i, i, i, -6.4, -7.5, -1.1, i
CCCCCNc1nc2ccccc2nc1NS(=O)(=O)c1cccs1
 : i, 4.1, i, 3.6, i, i, i, 2.7, -7.1, 1.4, i
CCOC(=O)c1c(/N=C/C2C(=O)CC(C)(C)CC2=O)sc2c1CCCC2
 : i, 1.1, i, 1.8, i, i, i, -3.4, -2.8, 0.6, i
COc1ccc(NC2c3ccccc3C(=O)N2Cc2ccco2)cc1OC (centres undefined)
 : i, -0.6, i, 3.1, i, i, i, -1.7, -11.0, -0.1, i
CC1CCN(S(=O)(=O)c2ccc(C(=O)NCc3ccco3)cc2)CC1
 : i, 1.8, i, ., i, i, i, -0.8, -11.3, 1.1, i
FC(F)(F)c1ccc(C2NCCc3sccc32)cc1 (centres undefined)
 : i, ., i, -0.3, i, i, i, 0.1, -21.9, -0.9, i
COc1ccc(-c2ccc(SCC(=O)NC3CCCCC3)nn2)cc1OC
 : i, -2.0, i, -6.4, i, i, i, -1.7, -4.2, -0.7, i
CCOc1ccc(-n2nnnc2SCC(=O)NNC(=O)c2ccco2)cc1
 : i, -2.6, i, -3.6, i, i, i, -2.9, -5.6, 1.6, i
O=C(COc1ccc(S(=O)(=O)NC2CCCC2)cc1)N1CCCCC1
 : i, -1.8, i, 2.6, i, i, i, ., -4.2, 2.5, i
COCCNC(=S)N(CCCN(C)C)Cc1cc2cc3c(cc2[nH]c1=O)OCCO3
 : i, -1.7, i, 16.5, i, i, i, 11.6, -5.5, 0.6, i
Cc1ccc(/C=N/n2cnnc2)s1
 : i, 0.3, i, -4.1, i, i, i, 0.5, -3.0, -1.8, i
O=C(CCCOc1ccccc1)Nc1ccc(Br)cc1
 : i, -0.3, i, -1.3, i, i, i, 2.8, -5.2, -13.2, i
Cc1cccc(CN2CCN(Cc3cccc(-n4cccn4)c3)CC2CCO)n1 (centres undefined)
 : i, 1.1, i, 0.8, i, i, i, 0.7, -0.6, -2.5, i
Cc1ccc(-c2nc3c(c(=O)c4ccccc4n3C)c(=O)n2-c2ccccc2)cc1
 : i, 1.7, i, 2.4, i, i, i, -6.2, -7.4, -0.9, i
CC(=O)c1cccc(NC(=S)NC(=O)C(C)C)c1
 : i, 1.1, i, -4.3, i, i, i, 2.9, 1.6, -2.2, i
CC1=C(C(=O)N2CCCC(C(=O)c3cccc4ccccc34)C2)OCCO1 (centres undefined)
 : i, -7.3, i, 0.8, i, i, i, -2.7, -13.1, 1.7, i
CC(C)(C)c1cc(C(=O)N/N=C/c2ccc(F)cc2)n(-c2ccccc2)n1
 : i, -6.2, i, -5.2, i, i, i, 3.6, -3.8, 1.5, i
COc1cc(CNCCN(C)C)c(Br)cc1OC1CCCC1
 : i, -2.9, i, 12.2, i, i, i, -8.6, -13.2, -1.3, i
Cc1ccc(S(=O)(=O)N2CCN(CC3CC4C=CC3C4)CC2)cc1 (centres undefined)
 : i, -1.0, i, 1.3, i, i, i, 1.8, -5.8, 1.9, i
Cc1cc(NC(=O)c2ccc(S(=O)(=O)N3CCc4ccccc43)cc2)no1
 : i, 1.3, i, -0.1, i, i, i, -1.1, -6.8, 1.0, i
COc1ccc(NC(=O)COC(=O)c2c3c(nc4ccccc24)CCCC3)cc1Cl
 : -9.67*, -4.5, i, -0.7, i, -9.1*, i, 15.6, -5.5, 1.0, i
COc1ccc(C2C(C#N)=C(N)N(N(C)C)C3=C2C(=O)CC(C)(C)C3)cc1OC (centres undefined)
 : i, -2.2, i, -3.1, i, i, i, 8.8, -6.9, -4.4, i
CC(C)C(C(=O)NC(C)(C)C)N(CCN1CCOCC1)C(=O)CNS(=O)(=O)c1ccccc1 (centres undefined)
 : i, -2.4, i, -4.5, i, i, i, -5.1, -5.0, -4.3, i
Cc1cc(=O)[nH]c(CN2CCC(c3ccccc3)CC2)n1
 : i, -3.2, i, -0.7, i, i, i, -12.4, -10.8, 1.1, i
O=C(NCC1CCCO1)c1ccc(COc2ccccc2)cc1 (centres undefined)
 : i, -3.0, i, -6.6, i, i, i, -0.6, -6.0, 4.4, i

Additional entries
Results follow in this order: KCNK9 inh, GSK3A inh, RGS4 act, Dyrk1A ADPGlo, KCNQ1 inh, KCNK3 block, PolyA inhibitor, HDAC3 inh, hERG rescue, GSK3B inh, KCNQ1 act
COc1ccc(/C=C/C(=O)C2C(=O)C=C(C)OC2=O)cc1O (centres undefined)
 : i, -2.2, i, 2.4, i, i, i, 2.7, -7.0, 3.7, i
COc1ccccc1C(C)NC(=O)c1ccccc1SCC(=O)N1CCCC1 (centres undefined)
 : i, -0.4, i, -10.5, i, i, i, -2.1, -16.3, -0.8, i
CCn1ncc(Br)c1C(=O)Nc1cccc(F)c1
 : i, -5.1, i, 9.7, i, i, i, -2.8, -9.2, -1.6, i
CC1(C)Oc2ccc3ccc(=O)oc3c2C(N2CCCCC2)C1O (centres undefined)
 : i, -1.6, i, -3.5, i, i, i, -6.6, -11.1, 4.3, i
COC1=C(Nc2ccc(OC)cc2)C(=O)c2ccccc2C1=O
 : i, 5.2, i, 6.6, i, i, i, 2.5, -2.4, -7.3, i
CC(=O)N/C(=N/c1nc(C)cc(C)n1)Nc1ccc(C)cc1Cl
 : i, ., i, 2.6, i, i, i, ., -4.0, 1.3, i
CCC(C)(C)NC(=O)c1ccc2c(c1)N(CC(=O)OC)C(=O)C(C)(C)O2
 : i, -2.8, i, -3.3, i, i, i, -5.5, -5.0, 2.3, i
Cc1ccc(C(=O)OC(C)C(=O)NC2CCCCC2C)cc1S(=O)(=O)N1CCOCC1 (centres undefined)
 : i, 1.5, i, -5.9, i, i, i, -2.4, -8.3, 0.9, i

A portion of the library; count on the stated rates, not on these rows.
